# High-throughput results deposited in PubChem by several laboratories.
# UBC9 SUMO inh – inhibitors of human SUMOylation (UBC9); 0.36% of 290,000 active; AID 2006; inhibition, % at 35 µM; P63279; HTRF SUMOylation assay, SAE1/SAE2 + UBC9, in vitro; in the data active = inhibition above about 50%, passing the limit was not always enough; also: strong numbers were not always called active
# Target sequence (P63279 whole entry, looked up): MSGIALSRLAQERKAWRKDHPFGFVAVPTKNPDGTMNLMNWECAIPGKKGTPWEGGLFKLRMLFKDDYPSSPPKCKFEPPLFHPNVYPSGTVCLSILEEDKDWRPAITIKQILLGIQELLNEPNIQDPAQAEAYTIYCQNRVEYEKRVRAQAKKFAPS
# VIM-2 inhibitor – blocks Pseudomonas aeruginosa VIM-2 metallo-beta-lactamase. inhibition, % at 5.6 µM. 0.89% of 290,000 active. purified VIM-2, nitrocefin hydrolysis, epi-absorbance fluorescence;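 active = inhibition above the mean of all tested compounds plus 3 SD, cutoff set per screening run, cut at about 7.5% in these data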;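 also: red hydrolysis product quenches plate fluorescence so inhibitors raise well fluorescence; 0% = enzyme with DMSO and 100% = DMSO without enzyme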
# IMP-1 inh – blocks Pseudomonas aeruginosa IMP-1 metallo-beta-lactamase | purified IMP-1, nitrocefin hydrolysis, epi-absorbance fluorescence | inhibition, % at 5.6 µM | 0.45% of 290,000 active;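 active = inhibition above the mean plus 3 SD of all compounds in the same screening run, cut at about 4.5% in these data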;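 also: 0% = IMP-1 with DMSO and 100% = DMSO wells lacking enzyme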
#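 Material – recombinant IMP-1 enzyme, purified · Amount – IMP-1 0.2 nM before substrate addition · Medium – HEPES buffer pH 7.1 with ZnSO4 and Brij 35 · Timing – 25 °C, 15 min preincubation, 25 min reaction · Measured by – plate fluorescence quenching by hydrolysis product, ex 480/em 530 nm · Read-out – percent enzyme inhibition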
# MEKK2mut PB1 HTS – signal of MEK5 binding to mutant human MEKK2 PB1 domain. 0.35% of 290,000 active. AID 1530. bead flow cytometry, Alexa488-MEK5 binding to MEKK2 mutant. percent response, % at 10 µM; in the data active = percent response above about 24%, passing the limit was not always enough; also: inactives centre near 1; some results filed as inactive read as strong as hits
# NALP1 yeast inh – inhibitors of NALP1 inflammasome in yeast. 0.61% of 280,000 active. inhibition, % at 10 µM. S. cerevisiae NALP1/ASC/caspase-1 growth, X-gal OD620, 72 h. AID 2071; in the data active = inhibition mostly above about 24%, no sharp cut-off; inactive = mostly below about 32%; also: some compounds called inactive have numbers as strong as hits
# MEKK2wt PB1 HTS – raises or lowers MEK5 binding to wildtype human MEKK2 PB1 domain. Q9Y2U5. bead flow cytometry, Alexa488-MEK5 binding to MEKK2 WT; actives lie on both sides. binding response (% of control), % at 10 µM. 1.1% of 290,000 active; in the data active = binding response below about 67% or above about 130%
# PfM18AAP inh – blocks P. falciparum M18 aspartyl aminopeptidase. 1.2% of 290,000 active. recombinant PfM18AAP, H-Glu-NHMec fluorogenic cleavage. AID 1822. inhibition, % at 7.35 µM;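 active = inhibition above the campaign mean inhibition over all tested compounds plus 3 SD, cut at about 28% in these data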;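 also: 0% = plate median of test compound wells and 100% = 2 mM ZnCl2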
# NS3 helicase inh – blocks Hepatitis C virus NS3 helicase unwinding. NS3 helicase DNA unwinding, Cy5 molecular beacon fluorescence. inhibition, % at 10.9 µM. 0.56% of 290,000 active;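 active = inhibition above the mean of all tested compounds plus 3 SD, set per campaign, cut at about 35% in these data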;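 also: 0% = DMSO wells and 100% = thioflavine S control wells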
#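 System: HCV NS3 helicase fragment; control set: DMSO and thioflavine S; technique: Cy5 fluorescence at 0 and 60 min, beacon hairpin quenching; reagent: beacon DNA duplex substrate plus ATP; replicates: singlicate; schedule: 1 h reaction at 25 °C, ATP-initiated; medium: MOPS buffer pH 6.5 with MgCl2, DTT, Tween20, BSA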
# FID counter – displaces DNA intercalator in HCV helicase counter-screen; inhibition, % at 7.9 µM; 0.17% of 290,000 active; DNA fluorescent intercalator displacement, fluorescence; in the data active = inhibition above about 37%;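 also: 0% = vehicle and 100% = reference compound; higher means more ethidium bromide displaced from hairpin DNA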
# * hit, by the source's call; / = not tested or not shown.
SMILES,UBC9 SUMO inh,VIM-2 inhibitor,IMP-1 inh,MEKK2mut PB1 HTS,NALP1 yeast inh,MEKK2wt PB1 HTS,PfM18AAP inh,NS3 helicase inh,FID counter
O=C(NCc1ccco1)c1cnc2sccn2c1=O,7,-6.1,-5.8,4,20,110,-1,11,0
Cc1ccc(SCc2cc(=O)n3[nH]c(C)nc3n2)cc1,-4,-4.0,-3.4,10,-2,107,5,4,1
Cc1ccccc1OCC(=O)NNC(=O)c1cc(S(=O)(=O)N(C)C)ccc1N1CCCC1,2,-2.0,0.4,7,4,110,6,-4,-34
CCOc1ccc(NC(=O)C2CC(=O)N(C)C(=Nc3ccc4c(c3)OCO4)S2)cc1 (stereo not drawn),-6,-4.1,-4.7,2,33,100,-2,8,1
CC(=O)c1cc2c(cc1N/C(=N/S(=O)(=O)c1ccc(C)cc1)c1ccccc1)OCO2,12,-0.8,-1.6,-1,20,96,-9,25,-5
Cc1ccc(-c2nc(SCC(N)=O)c(C#N)c3c2CCCC3)cc1,-7,-1.0,-3.7,0,-4,104,-1,-7,-14
CC(C)S(=O)(=O)C/C(N)=N/OC(=O)c1cc(Cl)cc(Cl)c1,-28,-3.1,-4.4,1,-1,101,-7,14,-7
CC[n+]1c(-c2ccccc2)csc1Nc1c(C)n(C)n(-c2ccccc2)c1=O,-12,-2.0,-1.4,1,29,97,-3,3,-28
CC(=Nc1ccc2c(c1)nc(CO)n2C)C1=C(O)CC(C)(C)CC1=O,34,1.4,-6.4,2,16,101,12,-2,1
COc1ccc(C)cc1NC(=O)CN(C)S(=O)(=O)c1cc(C)ccc1OC,7,-4.6,-1.9,0,28,102,-6,-3,-35
Cn1c(=O)c2c(ncn2CC(=O)N/N=C/c2c[nH]c3ccccc23)n(C)c1=O,5,-2.6,-1.6,-7,16,100,1,14,-16
CC(=O)c1c(Nc2ccc3c(c2)OCCO3)oc(C)cc1=O,-22,0.5,-3.1,3,-9,105,6,1,-2
CN1C(=O)c2ccccc2Sc2ccc(NC(=O)NC3CC3)cc21,19,-2.2,-3.5,6,6,102,4,-4,-15
CCN(C(=S)NC(=O)C1CC1)c1ccccc1,7,-1.5,-2.9,6,7,102,3,3,-2
COc1cc(C(=O)NCCC(c2ccccc2)c2ccccc2)cc(OC)c1OC,-2,-2.6,-2.3,7,1,109,3,-4,-37
c1ccc(CSc2nnc3ccc(-c4ccncc4)nn23)nc1,18,-2.3,0.3,2,-1,103,2,-17,1
CCO[C@H]1OC(C(=O)NC2CC2)=C[C@@H](c2csc3ccccc23)[C@@H]1CCCO,-7,-0.6,-3.6,-9,-13,88,-5,5,-26
COc1ccccc1NC(=O)CN1CCN(CC(=O)Nc2ccc3c(c2)OCO3)CC1,-8,-2.1,-2.9,16,16,112,1,5,-10
Cc1ccc2c(c1)C=CC(C)(C)S2=O (stereo not drawn),14,0.7,-2.1,2,26,101,13,-7,-12
CC(=O)Nc1nc(C)nc(-c2ccccc2OC(C)=O)n1,9,-2.8,-4.8,4,0,102,-3,2,-2
Cc1ccc(-c2csc3nnc(SCc4csc(C)n4)n23)cc1,23,-1.8,-1.9,1,-9,101,-2,-3,-22
CCCCOc1ccc(C(=O)NNC(=O)C2C3C=CC(C3)C2C(=O)O)cc1 (stereo not drawn),3,-2.1,-2.0,7,16,108,1,-3,-28
N#Cc1c(-c2ccco2)cc(-c2ccccn2)nc1N,42,-2.7,1.0,3,23,102,-1,15,-13
CCC(C)C(NC(=O)[C@@H](NC(=O)c1ccccc1F)C(C)C)C(=O)OC (stereo partly drawn),20,-2.8,-4.5,2,1,104,-4,-1,-14
O=C(NCc1cccnc1)c1cccc(F)c1,17,-1.8,-2.1,3,0,97,-3,5,0
CC(C)NC(=O)N1CCN(c2ccncc2S(=O)(=O)N2CCOCC2)CC1,8,-0.8,-2.2,0,22,99,1,1,0
Cc1nc(-c2ccc(S(=O)(=O)Oc3ccc(Cl)cc3Cl)s2)cs1,-1,0.1,-0.5,-4,0,101,0,-2,-5
C/C(=N\N(Cc1ccccc1)c1ccccc1)c1cccnc1,6,0.9,-3.9,-1,10,93,-8,-6,-1
Cc1ccccc1NC(=O)C1(C)Cc2ccccc2C(=O)O1 (stereo not drawn),4,0.0,-1.7,5,5,109,1,-2,-4
Cc1ccc(NC(=O)Cn2cnc3sc(C(=O)NCCN(C)C)c(C)c3c2=O)cc1Cl,6,2.0,-0.9,11,28,135,-1,-58,27
COc1cc(C(C)=O)ccc1OCC(O)CN1CCN(c2ccc(C)c(C)c2)CC1 (stereo not drawn),2,0.6,-3.0,1,6,108,6,-11,-6
O=C(CC(Nc1ccccc1)c1ccccc1)C1CC1 (stereo not drawn),15,-0.4,-3.1,-10,22,102,-6,7,-4
CN(CC(=O)Nc1cccc(F)c1)C(=O)c1ccc(OCC2CCCO2)cc1 (stereo not drawn),7,0.6,-2.0,8,-4,106,3,8,-26
CCCCCCn1c(C)nc2c(c1=O)c1nc3ccccc3nc1n2/N=C/c1ccco1,25,-2.3,-1.0,-2,32,86,3,7,-8
CCc1ccc(N2NC(=O)/C(=C/C=C/c3ccco3)C2=O)cc1,0,-2.6,-3.4,5,16,109,10,50*,-15
O=C(c1ccc2nc(-c3ccccc3)c(-c3ccccc3)nc2c1)N1CCCCC1,-4,-1.9,-3.2,-24,/,84,-4,-5,-47
O=C(CCn1c(=O)oc2ccccc21)NCc1ccco1,6,-2.3,-2.1,-1,2,103,3,-1,1
CN(CC(=O)NC1CCCCC1)S(=O)(=O)c1cccc2cccnc12,14,-5.2,-1.5,5,-24,111,3,9,-10
Cc1cc(NC(=O)CCCn2ccc([N+](=O)[O-])n2)n(Cc2ccc(F)cc2)n1,-10,-0.1,-2.8,0,7,103,-7,-8,-7
Cc1cccc(C(=O)Nc2nnc(S(=O)(=O)N3CCOCC3)s2)c1,14,-2.2,-1.4,2,-1,104,3,2,-18
CCOC(=O)C1(Cc2ccccc2C)CCCN(C(=O)c2ccnn2C)C1 (stereo not drawn),1,-0.2,0.2,-10,5,91,-7,14,-24
Cc1cccc(OCC(O)Cn2c(=N)n(CCN3CCCCC3)c3ccccc32)c1 (stereo not drawn),4,-1.1,-3.6,15,13,125,6,-44,39*
CCc1nc2sc3c(c2c(=O)n1CCO)CCC3,9,2.1,-2.1,2,0,104,-1,-3,-4
Cc1ccc(CNS(=O)(=O)c2c(N)n(C)c(=O)n(C)c2=O)cc1,5,-3.0,-1.5,4,-7,99,-2,-1,-3
CC1CCN(C(=O)COC(=O)c2nn(C)c(=O)c3ccccc23)CC1,1,-2.0,-3.1,9,22,112,2,-2,-22
C=CCSc1nnc(-c2cccnc2)o1,16,0.2,-2.5,-5,29,100,-12,-14,1
CCOCCCn1c(=N)c(C(N)=S)cc2c(=O)n3cccc(C)c3nc21,-10,2.2,-3.7,6,-12,95,-3,9,-4

# Structures from the list above with a halogen, in the order listed:
SMILES,UBC9 SUMO inh,VIM-2 inhibitor,IMP-1 inh,MEKK2mut PB1 HTS,NALP1 yeast inh,MEKK2wt PB1 HTS,PfM18AAP inh,NS3 helicase inh,FID counter
CC(C)S(=O)(=O)C/C(N)=N/OC(=O)c1cc(Cl)cc(Cl)c1,-28,-3.1,-4.4,1,-1,101,-7,14,-7
CCC(C)C(NC(=O)[C@@H](NC(=O)c1ccccc1F)C(C)C)C(=O)OC (stereo partly drawn),20,-2.8,-4.5,2,1,104,-4,-1,-14
O=C(NCc1cccnc1)c1cccc(F)c1,17,-1.8,-2.1,3,0,97,-3,5,0
Cc1nc(-c2ccc(S(=O)(=O)Oc3ccc(Cl)cc3Cl)s2)cs1,-1,0.1,-0.5,-4,0,101,0,-2,-5
Cc1ccc(NC(=O)Cn2cnc3sc(C(=O)NCCN(C)C)c(C)c3c2=O)cc1Cl,6,2.0,-0.9,11,28,135,-1,-58,27
CN(CC(=O)Nc1cccc(F)c1)C(=O)c1ccc(OCC2CCCO2)cc1 (stereo not drawn),7,0.6,-2.0,8,-4,106,3,8,-26
Cc1cc(NC(=O)CCCn2ccc([N+](=O)[O-])n2)n(Cc2ccc(F)cc2)n1,-10,-0.1,-2.8,0,7,103,-7,-8,-7
